# Source: PubChem
# SRC3 TRFRET art – TR-FRET detection interference compounds, artefact control for PPARgamma SRC-3 recruitment agonists, biochemical, TR-FRET ratio; TR-FRET artefact counter-screen, PPARgamma/SRC-3 format; hits give high values; AID 1048, 2008; TR-FRET ratio at 8 µM; 99,000 compounds, 0.39% hits; in the data active means TR-FRET ratio above about 2000; further: inactives centre near 1600
# SRC1 TRFRET art – TR-FRET detection interference compounds, primary screen, artefact control for PPARgamma SRC-1 recruitment agonists, biochemical, TR-FRET emission ratio | TR-FRET ratio at 8 µM | 99,000 compounds, 0.34% hits | TR-FRET detection artefact counter-screen; hits give high values; in the data active means TR-FRET ratio above about 2300; further: inactives centre near 1800
# The depositor's hits bear a star. Some of the compounds tested (hit frequency here may not be typical).
mol	SRC3 TRFRET art	SRC1 TRFRET art
Cc1ccc2sc(-c3ccc(NC(=O)CCN4C(=O)c5ccccc5C4=O)cc3)nc2c1	1486	1618
NC1=Nc2cccc3cccc1c23	1406	2026
NS(=O)(=O)c1ccc(NC(=O)C2(c3ccccc3)CCCC2)cc1	1561	1687
COc1ccc(OC)c(NC(=O)c2ccccc2N(Cc2ccccc2)S(C)(=O)=O)c1	1429	1933
CCN(CC)S(=O)(=O)c1cc(C(=O)OCC(=O)Nc2cccc(C)c2C)ccc1F	1485	2067
CN=C(Nc1ccc(C(=O)OC)s1)c1ccc(Cl)cc1	1316	1709
Cc1ccc(C(c2nnnn2CC2CCCO2)N2CCN(Cc3ccccc3)CC2)cc1 (centres undefined)	1352	1621
Cc1ccc(S(=O)(=O)Nc2nc(C)c(C(=O)N/N=C/c3ccccc3)s2)cc1	1563	2059
COC(=O)c1ccc(NC(=O)CN2CCC(NC(=O)c3ccco3)CC2)cc1	1343	1889
O=C(Nc1ccc(F)cc1)c1ccc(CSc2ccccc2)o1	1437	1727
Cc1ccc(-c2nc(C)sc2CC(=O)OCC(=O)Nc2cccc([N+](=O)[O-])c2)cc1	1472	1918
N#Cc1c(NC(=O)c2cc([N+](=O)[O-])ccc2N2CCOCC2)sc2c1CCCC2	1442	1885
Cc1ccc(-n2c(C)nn(CCOc3ccccc3)c2=O)cc1	1506	1732
CNS(=O)(=O)c1ccc(NC(=O)c2cncc(Br)c2)cc1	1790	1878
CS(=O)(=O)N1CCC(C(=O)NCc2ccc(F)cc2)CC1	1520	1771
COCCNC(=O)c1ccccc1NC(=O)Cc1ccccc1	1685	1713
C[C@@H](C(=O)N1CCN(C(=O)OC(C)(C)C)CC1)n1cc(CCC(=O)O)nn1	1634	1816
CN=c1scc(-c2c[nH]c3ccccc23)n1C	1737	1725
O=C(N/N=C\c1cn[nH]c1-c1ccccc1)c1cccs1	1402	1682
COC(=O)c1cccc(NC(=O)/C=C/c2ccc([N+](=O)[O-])cc2)c1	2126*	1916
O=C(CCc1ccccc1)NNC(=O)c1ccccc1F	1694	1775
C[C@H](NC(=O)c1nc[nH]c1C(=O)NCc1ccc(CNC(=O)OC(C)(C)C)cc1)C(=O)OC(C)(C)C	1440	1530
Cc1noc(NC(=O)c2cccc(Cl)c2Cl)c1C#N	1471	1903
Cn1c(=O)nc2n(Cc3ccccc3)c3ccccc3cc-2c1=O	1567	1582
CCc1cccc(C)c1NC(=O)COC(=O)CNS(=O)(=O)/C=C/c1ccccc1	1632	1826
Cc1cc(Br)ccc1OCCN1CC(C)OC(C)C1 (centres undefined)	1522	1739
O=C(CCn1nnc2ccccc21)N/N=C\Cc1ccccc1	1639	1756
COc1ccc(C2NC(=S)NC3=C2CCc2ccccc23)cc1OC (centres undefined)	1567	1940
COc1ccc(Cl)cc1-n1c(C)cc(C(=O)O)c1C	1683	1830
O=C(NCc1ccco1)C1CC(=O)N(c2ccc(Cl)cc2)C1 (centres undefined)	1552	1741
CCOC(=O)C1(Cc2ccccc2Cl)CCN(Cc2csc(C(C)=O)c2)CC1	1672	1853
CCCCNC(=O)c1ccc2nc(-c3ccco3)c(-c3ccco3)nc2c1	1667	1717
COc1ccc(C(=O)Nc2ccccc2C(=O)N/N=C/c2ccco2)cc1	1565	1888
COc1cccc(CNC(=O)Cc2nc3nc(C)cc(C)n3n2)c1	1535	1869
O=[N+]([O-])c1ccccc1/C=N/n1c(C2CCCCC2)n[nH]c1=S	1537	1512
CCOc1c(Cl)cc(CNCc2ccncc2)cc1OC	1412	1994
Cc1nnc(SCC(=O)Nn2cnnc2)s1	1627	1592
Cc1ccc(N2CC(O)=C(c3ccccc3)C2=N)cc1	1563	1398
CC(C)N(C(=S)NCc1ccccc1)C(C)C	1413	1683
O=C(Nc1ccc(Cl)cc1)Nc1ccc(N2CCCC2)c(S(=O)(=O)Nc2ccccc2Cl)c1	1533	1669
Cc1nc(COC(=O)c2cc(O)c3ccccc3c2O)cs1	1554	1795
O=c1[nH][nH]cc1C=Nc1ccc(Cl)cc1	1450	1747
CCC(C)NCCOCCOc1cc(C)c(Cl)c(C)c1 (centres undefined)	1667	1757
CC1Cc2ccccc2N1C(=O)NC1CC(=O)N(c2ccc3c(c2)OCCO3)C1 (centres undefined)	1613	1670
Cc1cc(C)nc(SCC(=O)O)n1	1383	1638
CCC(=O)Nc1cc(C(=O)OCc2ccc(C(=O)Oc3ccccc3)cc2)ccc1C	1715	1854
O=C1c2ccccc2C(=O)N1CC1c2ccccc2CCN1C(=O)CN1CCOCC1 (centres undefined)	1710	1751
Cc1ccccc1OCc1nnc(SCc2nc3ccccc3c(=O)[nH]2)n1C	1616	1661
CCOc1ccccc1C(=O)N[C@H](C(=O)Nc1nc2c(s1)CCCC2)C(C)C	1609	1926
O=C(NC(=S)Nc1ccccc1N1CCCC1)c1ccc(F)cc1	1691	2125
O=C(NNc1nc2ccc(Cl)cc2s1)c1cc(-c2cccs2)nc2ccccc12	1656	1882
COC(=O)C1=C(N)OC2=C(C(=O)CC(C)(C)C2)C1c1cccs1 (centres undefined)	1548	1999
COc1ccc(NC(=S)Nc2cccc(C(F)(F)F)c2)c(C)c1	1554	1853
Cc1[nH]c(C)c(C(=O)O)c1CNC1CCCCC1C (centres undefined)	1477	1751
Cc1ccc(S(=O)(=O)N2CCCCC2)cc1NC(=O)COC(=O)C1=COCCO1	1663	1816
Cc1nn(C2CCS(=O)(=O)C2)c(Cl)c1/C=C/C(=O)OCC(=O)Nc1ccccc1[N+](=O)[O-] (centres undefined)	1474	1575

# In a second layout: results already given
> O=C(NC(=S)Nc1ccccc1N1CCCC1)c1ccc(F)cc1
  SRC3 TRFRET art: 1691	SRC1 TRFRET art: 2125

> O=C(NNc1nc2ccc(Cl)cc2s1)c1cc(-c2cccs2)nc2ccccc12
  SRC3 TRFRET art: 1656	SRC1 TRFRET art: 1882

> COC(=O)C1=C(N)OC2=C(C(=O)CC(C)(C)C2)C1c1cccs1 (centres undefined)
  SRC3 TRFRET art: 1548	SRC1 TRFRET art: 1999

> COc1ccc(NC(=S)Nc2cccc(C(F)(F)F)c2)c(C)c1
  SRC3 TRFRET art: 1554	SRC1 TRFRET art: 1853

# (list continues)
mol	SRC3 TRFRET art	SRC1 TRFRET art
CC(=O)c1ccccc1NC(=O)COC(=O)CCCN1C(=O)c2cccc3cccc(c23)C1=O	1547	1945
C/C(=C\COc1cc(=O)[nH]c2ccccc12)CCC(O)C(C)(C)O (centres undefined)	1520	1879
COc1cc(CNc2nc3ccccc3n2C)cc(OC)c1OC	1410	1660
O=C(NC(Cc1ccc(O)cc1)C(=O)O)c1ccco1 (centres undefined)	1598	1747
N#CCCS(=O)(=O)c1ccc(N)cc1	1580	1876
CC(O)/C=C/c1ccc2ccccc2n1 (centres undefined)	1418	1869
COc1ccc(NC(=O)c2c(N)no[n+]2[O-])c(OC)c1	1517	1383
COc1cc(CNC(=O)C2CCCN2S(=O)(=O)c2ccccc2)cc(OC)c1OC (centres undefined)	1611	1707
CCCS(=O)(=O)Nc1c(OC)ccc2c1c(C(=O)OCC)c(C)n2C	1541	1680
Cc1nn(-c2ccccc2)c2sc(C(=O)O)cc12	1805	2041
COc1ccc(-c2[nH]ncc2CN(CCO)CC23CC4CC(CC(C4)C2)C3)c(OC)c1	1681	1805
Cc1ccc(N(CN2C(=O)NC(C)(C)C2=O)CN2C(=O)NC(C)(C)C2=O)cc1	1346	1774
CC(=O)c1cc(CN2CCN(CCc3ccccc3)C(CCO)C2)cs1 (centres undefined)	1719	1789
CCCCC(CC)CNC(=O)CCS(=O)(=O)c1cccc2nonc12 (centres undefined)	1733	1600
CC(C)n1nc(C(=O)Oc2cccc(Cl)c2Cl)c2ccccc2c1=O	1792	2098
O=C(OCc1ccc([N+](=O)[O-])cc1)c1ccc(N2CCCC2)c([N+](=O)[O-])c1	1722	1868
COc1ccc(C(=O)Nc2nc(-c3ccccc3)c(C(C)=O)s2)c(OC)c1	1701	1708
O=C(NCC1CCCO1)C(c1cccs1)N(Cc1cccs1)C(=O)c1ccc(-c2ccccc2)[nH]1 (centres undefined)	1569	1567
Cc1ccc(NS(=O)(=O)c2ccc(C(=O)N3CCN(c4ncccn4)CC3)cc2)cc1	1553	1519
COc1ccc(N2CCN(C(=O)c3cccnc3)CC2)c([N+](=O)[O-])c1	1462	2007
O=C(CC1SC(N2CCOCC2)=NC1=O)Nc1cc([N+](=O)[O-])ccc1Cl (centres undefined)	1621	1703
C/C(N)=C(/C#N)C(=O)COC(=O)c1ccc(C#N)cc1	1348	1850
CN(Cc1cn(-c2ccccc2)nc1-c1cc2ccccc2o1)C(=O)CCC(=O)O	1554	1740
CCOC(=O)/C=C1\SCC(=O)N1CC(=O)N1CCOCC1	1308	1529
COc1cc(CN2CCN(Cc3ccc([N+](=O)[O-])cc3)CC2)c([N+](=O)[O-])cc1OC	1646	1709
Cc1ccnc(NC(=O)c2ccc3c(c2)OCO3)c1	1664	1679
Cc1ccc(C(=O)N(Nc2nc3ccccc3s2)C(=O)c2ccc(C)cc2)cc1	1558	1754
COc1cccc(NC(=O)Nc2cc(Cl)ccc2C)c1	1289	1842
COc1ccccc1NC(=S)NC1CCCCCC1	1735	1970
CCCCNCCOCCOc1ccc(Cl)cc1Br	1669	1863
O=c1c2ccc(Cl)cc2nc(-c2ccc([N+](=O)[O-])cc2)n1O	1498	1674
Cn1ncc2c(NNC(=O)c3ccc(O)cc3)ncnc21	1443	1844
COc1cc(-c2nc(CN3CCN(c4ncccn4)CC3)c(C)o2)ccc1F	1573	1775
Fc1ccc(Nc2ncnc3sc4c(c23)CCC4)cc1F	1462	1856
COc1ccc(Br)c2oc(S)cc(=O)c12	1511	1576
Cc1ccc(S(=O)(=O)N2CCCCC2)cc1NC(=O)COC(=O)c1ccc2c(c1)OCO2	1474	1863
CCn1c(/C=C/Nc2ccccc2)[n+](CC)c2cc(Cl)c(Cl)cc21	1704	2034
CN1CCN(C(=O)C2=C[C@@H](c3coc4ccccc4c3=O)C[C@@H](OCc3ccc(CO)cc3)O2)CC1	1758	1852
C/C=C/c1ccc(OCCCCOc2ccccc2C(C)=O)c(OC)c1	1601	1592
CN(NC1CC(=O)N(c2ccccc2)C1=O)c1ccccc1 (centres undefined)	1453	1778
Cc1cc(C(=O)COc2ccccc2C(N)=O)c(C)n1C	1467	1591
COCCCNCC(O)COc1cccc2[nH]c(C)cc12 (centres undefined)	1578	1777
O=S(=O)(c1ccc(S(=O)(=O)N2CCOCC2)cc1)N1CCCC1	1628	1929
Cc1nc(-c2ccc([N+](=O)[O-])cc2)sc1C(=O)O	1591	1764
Nc1ccccc1-c1nnc(-c2ccccc2N)n1N	1717	1733
CSC1=NCCN1S(=O)(=O)c1ccc(Cl)cc1	1412	1763
CC(=O)N1CC(C)c2scc(C)[n+]2-c2ccccc21 (centres undefined)	1480	1878
Cc1cc(=O)[nH]c(N/N=C/c2ccc(OC(=O)c3cccnc3)cc2)n1	1592	1764

# Full records from above.
# Cc1nc(-c2ccc([N+](=O)[O-])cc2)sc1C(=O)O reads SRC3 TRFRET art = 1591; SRC1 TRFRET art = 1764
# Nc1ccccc1-c1nnc(-c2ccccc2N)n1N reads SRC3 TRFRET art = 1717; SRC1 TRFRET art = 1733

# Additional entries:
mol	SRC3 TRFRET art	SRC1 TRFRET art
Nn1cnnc1SCC(=O)Nc1ccc2c(c1)OCO2	1473	1568
CCc1ccc(Nc2cnn(-c3nc4ccccc4s3)c(=O)c2Cl)cc1	1599	1715
O=C(CCCN1C(=O)c2cccc3cccc(c23)C1=O)NCc1cccnc1	1500	1893
CC(C)CC1c2[nH]c3ccccc3c2CCN1C(=O)CCC(=O)N(C)C (centres undefined)	1498	1698
Cc1ccc(-c2nnn(CC(=O)N(CCO)C(C(=O)NC3CCCC3)c3ccc(F)cc3)n2)o1 (centres undefined)	1814	1880
CC(NC(=O)CSc1ncccn1)c1ccc(Cl)cc1Cl (centres undefined)	1749	1447
O=C(N/N=C/c1cc2cc3c(cc2nc1Cl)OCCO3)c1ccccc1O	1589	1878
CC(=O)Nc1cc(NC(C)=O)cc(-c2nc3ccccc3[nH]2)c1	1598	1721
Cc1c(Cl)c([N+](=O)[O-])nn1CCCC(=O)NC(C)c1ccccc1 (centres undefined)	1404	1660
CC(=O)c1ccc(N(C(=O)CNC(=O)c2ccco2)C(C(=O)NCC2CCCO2)c2ccccc2)cc1 (centres undefined)	1737	2151
COC(=O)c1cn(NC(=O)Cc2ccc(Cl)cc2)c(=O)c2ccccc12	1477	1971
COc1ccc(/C=N/Nc2ncc(Br)cn2)c(OC)c1	1573	1620
CCn1cc(CNC(=O)c2ccc(Cl)c([N+](=O)[O-])c2)c(C)n1	1361	1599
Cc1ccc(C)c2nc(Cl)c(C#N)cc12	1496	1917
CC(C)C(OC(=O)CCC(=O)Nc1nccs1)C(=O)NC1CCCCC1 (centres undefined)	1724	1984
C=CCSc1nnc(NC(=O)COc2ccccc2)s1	1688	1912
COc1ccc2c(C)cc(N3CCCCCC3)nc2c1	1412	1490
O=S(=O)(NCc1ccccn1)c1ccc(Cl)s1	1672	1640
O=C(CCn1c(=O)c2ccccc2n(CC(=O)N2CCN(c3ccccc3)CC2)c1=O)NCc1ccco1	1693	1735
COc1cc(N(C)C)c([N+](=O)[O-])cc1C(=O)N1CCOCC1	1546	1527
